# KB-V1 MDR tox – qHTS assay for MDR1-selective chemotherapeutics: Primary screen using the drug-selected MDR subline cells KB-V1; KB-V1 MDR cells viability, CellTiter-Glo, 72 h; Potency, µM (doses to about 46.1 µM), for inactives: top-dose activity change, negative = cytotoxicity, actives largely listed as cytotoxic; hit rate 3.4% among 400,000; AID 1347076, 2019; also: potency is read from the fitted curve at half-maximal effect; % is scaled to controls: 0 for no effect and ±100 for the full control effect; nearly all actives have a fitted effect of over 60% in size
#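 qHTS viability screen in drug-selected KB-V1 MDR cells: 72 h compound treatment at 37 degrees C, ATP luminescence end point.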
# SW480 rerep – A quantitative high throughput screen for small molecules that induce DNA re-replication in SW480 colon adenocarcinoma cells; SW480 DNA re-replication, Hoechst DNA content imaging, 48 h; Potency, µM (highest dose often 46.1 µM), for inactives: top-dose re-replication activation, actives largely listed as activators; hit rate 1.8% among 340,000; also: potency is read from the fitted curve at half-maximal effect; % of control where 0% means no effect; nearly all actives have a fitted effect of over 55% in size
#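 Image-based DNA-content assay: after two days of treatment, nuclei were labelled with the DNA dye Hoechst and imaged, and hits were compounds raising the count of nuclei showing high fluorescence intensity.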
# DRD3 agonist – qHTS of D3 Dopamine Receptor Agonist: qHTS; D(3) dopamine receptor (Homo sapiens), P35462; hit rate 0.58% among 410,000; D3R DiscoveRx beta-arrestin cells, luminescence, 90 min; max activation, %; in the data active = max activation above about 30%; also: 0% is about no effect; mostly tested at two doses, the higher about 12 µM
# Target sequence (P35462 whole entry, looked up): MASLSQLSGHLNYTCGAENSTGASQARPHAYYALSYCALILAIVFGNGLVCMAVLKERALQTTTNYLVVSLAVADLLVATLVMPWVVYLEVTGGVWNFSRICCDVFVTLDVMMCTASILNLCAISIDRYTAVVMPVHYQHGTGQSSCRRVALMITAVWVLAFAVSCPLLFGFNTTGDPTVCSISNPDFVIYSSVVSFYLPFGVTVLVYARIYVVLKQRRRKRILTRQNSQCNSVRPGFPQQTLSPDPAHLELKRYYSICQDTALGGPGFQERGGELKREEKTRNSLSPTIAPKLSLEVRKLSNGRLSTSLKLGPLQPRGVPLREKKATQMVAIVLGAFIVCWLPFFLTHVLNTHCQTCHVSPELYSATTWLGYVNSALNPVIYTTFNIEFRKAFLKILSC
#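 Agonist-mode cell screen: cells plated at 1500/well and incubated overnight at 37 °C, then exposed to library compounds for 90 min at 37 °C. Detection reagent was added for 30–60 min at room temperature, and luminescence was read.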
# IL-1B inflam inh – qHTS for Inhibitors of Inflammasome Signaling: IL-1-beta AlphaLISA Primary Screen. THP-1 LPS/ATP IL-1B secretion, AlphaLISA, 16 h; active compounds read low. AID 743279, 2014. hit rate 4.7% among 360,000. activity change, % at 57.5 µM; in the data active = activity change below about -50%; inconclusive = mostly about -30% to -49%; also: % is scaled to controls: 0 for no effect and ±100 for the full control effect
#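 Secreted IL-1B measured by AlphaLISA bead assay after 16 h compound exposure of THP-1 cells; compounds (final up to 57.5 uM) added 1 h before LPS (250 ng/mL) and ATP (1.25 mM) stimulation; lower signal means less secretion.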
# HEK293 tox – qHTS of GLP-1 Receptor Inverse Agonists: Cytotox Screen; HEK293 cAMP-luciferase reporter cells, luminescence, 24 h; Potency, µM (doses to about 38.3 µM), for the others: at the top dose activity change, negative = inhibition, most hits filed as inhibitors; hit rate 0.13% among 410,000; AID 624418, 2012;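 also: loss of luciferase light is scored as toxicity; potency is read from the fitted curve at half-maximal effect; % is scaled to controls: 0 for no effect and ±100 for the full control effect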
#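 A 23 nL compound transfer followed 12 hours of cell culture at 37 deg C; exposure then lasted 24 hr. Luciferase assay detection reagent was dispensed and plates read for luminescence after a 12 min room-temperature wait.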
# HT1080NT lethal – qHTS for induction of synthetic lethality in tumor cells producing 2HG: qHTS for the HT-1080-NT fibrosarcoma cell line. HT-1080-NT fibrosarcoma viability, CellTiter-Glo ATP luminescence, 48 h. AID 686970, 2013. hit rate 1.6% among 360,000. Potency, µM (doses to about 46.1 µM), without a hit: top-dose activity, negative = less viability, most hits filed as cytotoxic;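 also: NT is the 2HG producing partner of a matched IDH1 knockdown line; potency is read from the fitted curve at half-maximal effect; 0% = DMSO-treated cells and -100% = media-only wells without cells; nearly all actives have a fitted effect of over 55% in size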
#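 HT-1080-NT fibrosarcoma cells (2HG-overproducing), 750 cells/well in RPMI with 5% FBS, dosed after 2 h and incubated 48 h at 37C. CellTiter-Glo luminescence normalized to DMSO and no-cell wells; concentration-response curves fitted and classed.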
# HT1080 IDH1KD tx – qHTS for induction of synthetic lethality in tumor cells producing 2HG: qHTS for the HT-1080-IDH1KD cell line; HT-1080 IDH1 knockdown viability, ATP luminescence, 48 h; Potency, µM (highest dose often 46.1 µM), without a hit: at the top dose activity, negative = toxicity, hits mostly cytotoxic; hit rate 2% among 360,000; AID 686971, 2013;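 also: potency is read from the fitted curve at half-maximal effect; 0% = DMSO wells and -100% = cell-free medium wells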
#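 Viability of IDH1-knockdown HT-1080 fibrosarcoma cells was assessed by CellTiter-Glo after 48 h at 37 °C with titrated compound; concentration-effect curves were classified by fit quality and response size.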
# MCF10A rereplic – A quantitative high throughput screen for small molecules that induce DNA re-replication in MCF 10a normal breast cells. Potency, µM (titrated, usually from 46.1 µM), without a hit: top-dose activity, positive = re-replication, most hits filed as activators. hit rate 2.9% among 350,000. MCF 10A DNA re-replication, Hoechst nuclear intensity, 48 h; also: potency is read from the fitted curve at half-maximal effect; % of control where 0% means no effect; nearly all actives have a fitted effect of over 50% in size
# KB-3-1 cytotox – qHTS assay for MDR1-selective chemotherapeutics: Primary screen using the parental adenocarcinoma cell KB-3-1 | hit rate 1.4% among 400,000 | AID 1347075, 2019 | Potency, µM (highest dose often 46.1 µM), without a hit: top-dose activity change, negative = cytotoxic, actives largely listed as cytotoxic | KB-3-1 viability, CellTiter-Glo ATP luminescence, 72 h; also: potency is read from the fitted curve at half-maximal effect; % is scaled to controls: 0 for no effect and ±100 for the full control effect; nearly all actives have a fitted effect of over 60% in size
#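 Viability of parental KB-3-1 cells, measured by CellTiter-Glo luminescence, followed a 72 h incubation at 37 °C with pinned compounds in phenol-red-free DMEM containing 10% FBS.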
# Starred values were filed as active, the others as inactive; ? = inconclusive; · = no result given; [ ] = dose if it differs, or a comment. Unless noted, calls follow the shape of the dose curve; as a rule, active = well fitted curve in the direction sought with a large enough effect; inconclusive = small, poorly fitted or top-dose-only effect, or another doubt; inactive = no such curve, though single readings can be large; an effect the other way counts as inactive or inconclusive. Random draw from the library; any-hit rate near 11%.
mol,KB-V1 MDR tox,SW480 rerep,DRD3 agonist,IL-1B inflam inh,HEK293 tox,HT1080NT lethal,HT1080 IDH1KD tx,MCF10A rereplic,KB-3-1 cytotox
C/C(=N\NC1=NCCN1)c1ccc(N)c([N+](=O)[O-])c1,0%,5%,-24,-16,-6%,4%,-12%,-3%,-2%
O=C(O)c1ccccc1C(=O)NNc1ccc(Cl)cc1,13%,14%,-4,7,?,-25%,?,4.6µM*,-30%
COC(=O)c1ccccc1Sc1c(/C=N/OCc2ccc(Cl)cc2)c(C(F)(F)F)nn1C,?,0%,-2,20,0%,-9%,?,0%,-12%
CCC(C)[C@H]1CNCCN1CC1(c2ccccc2)CC1 (stereo partly drawn),-1%,-10%,-10,-15,5%,-2%,-1%,-5%,4%
CN1CCC(=NNC(=O)C(=O)Nc2ccc(F)cc2)CC1,3%,-1%,-8,-21,3%,?,15%,-3%,8%
O=C(NCCc1c[nH]c2ccccc12)c1ccc([N+](=O)[O-])o1,-19%,·,2,-87*,-8%,?,?,·,2%
Cc1cccc(C(=O)NC2CC(C)(C)NC(C)(C)C2)c1,27%,-12%,1,2,6%,10%,12%,-11%,14%
NNC(=O)CN1C(c2ccccc2Br)=Nc2ccc(Br)cc2C1c1ccccc1 (stereo not drawn),?,-3%,3,-7,7%,-3%,-12%,6%,-10%

# Record cards (already shown). Values in the order: KB-V1 MDR tox, SW480 rerep, DRD3 agonist, IL-1B inflam inh, HEK293 tox, HT1080NT lethal, HT1080 IDH1KD tx, MCF10A rereplic, KB-3-1 cytotox
# Results for `Cc1cccc(C(=O)NC2CC(C)(C)NC(C)(C)C2)c1` = 27%, -12%, 1, 2, 6%, 10%, 12%, -11%, 14%
# Results for `CN1CCC(=NNC(=O)C(=O)Nc2ccc(F)cc2)CC1` = 3%, -1%, -8, -21, 3%, ?, 15%, -3%, 8%
# Results for `O=C(O)c1ccccc1C(=O)NNc1ccc(Cl)cc1` = 13%, 14%, -4, 7, ?, -25%, ?, 4.6µM*, -30%
# Results for `O=C(NCCc1c[nH]c2ccccc12)c1ccc([N+](=O)[O-])o1` = -19%, ·, 2, -87*, -8%, ?, ?, ·, 2%
# Results for `CCC(C)[C@H]1CNCCN1CC1(c2ccccc2)CC1` (stereo partly drawn) = -1%, -10%, -10, -15, 5%, -2%, -1%, -5%, 4%

# Continuation:
mol,KB-V1 MDR tox,SW480 rerep,DRD3 agonist,IL-1B inflam inh,HEK293 tox,HT1080NT lethal,HT1080 IDH1KD tx,MCF10A rereplic,KB-3-1 cytotox
CCCOc1ccc(N2C(=O)CC(N(CCc3ccc(OC)cc3)C(=O)c3cccc(F)c3)C2=O)cc1 (stereo not drawn),-15%,8%,3,-11,-7%,-23%,?,-4%,?
O=C(c1ccc(N2CCOCC2)c([N+](=O)[O-])c1)N1CCN(Cc2ccccc2)CC1,-20%,4%,-1,0,22%,-7%,-11%,16%,-2%
Cc1cn([C@H]2C[C@H](O)[C@@H](/C=C/C(=O)NCCc3ccc4ccccc4c3)O2)c(=O)[nH]c1=O,14%,·,-3,-3,-2%,0%,7%,·,0%
CC(C)CC1=NN(C(=O)c2ccco2)C(O)(C(F)(F)F)C1 (stereo not drawn),0%,-2%,-2,4,2%,6%,25%,-4%,4%
CC(=O)c1ccc(S(=O)(=O)N2CCN(CCOc3ccc(Br)cc3)CC2)cc1,-1%,-17%,49*,-16,5%,-12%,-26%,25%,?
Cc1ccc(C(=O)NCC(=O)NCCc2ccc(S(N)(=O)=O)cc2)s1,-3%,-11%,-15,5,2%,0%,3%,2%,-10%
CCOc1ccc(NC(=O)CSc2nc3ccccc3c(=O)n2Cc2cccs2)cc1,-16%,1.6µM*,4,-3,-4%,9%,23%,-9%,-5%
O=C(NCc1ccccn1)c1cc2n(n1)C(C(F)(F)F)CC(c1ccco1)N2 (stereo not drawn),-3%,3%,2,-4,5%,22%,14%,0%,9%
COc1ccccc1C(=O)Nc1ccc(NC(=O)c2cccs2)cc1,11%,·,-27,·,0%,·,·,·,?
COc1ccc(CN(C)C(=O)COC(=O)c2c(C)nn(-c3ccc(F)cc3)c2Cl)cc1,-6%,-3%,-2,-14,8%,-3%,-13%,14%,0%
COc1ccc(CNC(=O)NCc2ccc(OC)c(OC)c2)cc1OC,17%,0%,-7,30,28%,-2%,-11%,0%,10%
COc1ccc(N=CC2=C(O)c3ccccc3C2=O)cc1,0%,0%,-4,-1,-2%,1%,-4%,2%,-33%
CCOC(=O)CSc1nc(=O)n2ccccc2n1,-20%,1%,-6,-21,0%,20%,15%,-17%,3%
CC(C)(C)NC(=O)C(c1ccccc1)N(Cc1ccco1)C(=O)c1csnn1 (stereo not drawn),-11%,0%,1,-16,-5%,8%,2%,0%,5%
CCC(=O)Nc1ccc(-c2nnc(SCc3ccc(C(=O)Nc4nccs4)cc3)n2CC)cc1,4%,-4%,7,-7,-21%,10%,10%,5%,7%
CCC(=O)OC1(C(C)=O)CCC2C3CCC4=CC(=O)CCC4(C)C3CCC21C (stereo not drawn),-18%,12%,-11,-26,-13%,-13%,-23%,?,-44%

# Part of the list above, with each value named.
> COc1ccc(CNC(=O)NCc2ccc(OC)c(OC)c2)cc1OC
  KB-V1 MDR tox: 17%
  SW480 rerep: 0%
  DRD3 agonist: -7
  IL-1B inflam inh: 30
  HEK293 tox: 28%
  HT1080NT lethal: -2%
  HT1080 IDH1KD tx: -11%
  MCF10A rereplic: 0%
  KB-3-1 cytotox: 10%
> COc1ccc(N=CC2=C(O)c3ccccc3C2=O)cc1
  KB-V1 MDR tox: 0%
  SW480 rerep: 0%
  DRD3 agonist: -4
  IL-1B inflam inh: -1
  HEK293 tox: -2%
  HT1080NT lethal: 1%
  HT1080 IDH1KD tx: -4%
  MCF10A rereplic: 2%
  KB-3-1 cytotox: -33%

# Further results.
mol,KB-V1 MDR tox,SW480 rerep,DRD3 agonist,IL-1B inflam inh,HEK293 tox,HT1080NT lethal,HT1080 IDH1KD tx,MCF10A rereplic,KB-3-1 cytotox
Cc1cccc(C(=O)N2CCN(c3ccccn3)CC2)c1,?,11%,-1,-12,5%,1%,19%,0%,-1%
CCCCc1c(O)nc(SCC(=O)Nc2cccc3ccccc23)n(-c2ccccc2OC)c1=O,?,-32%,-4,24,-7%,-1%,11%,2%,0%
Cc1cccc(C)c1NC(=O)C1(C)CSCC(=O)N1Cc1ccco1 (stereo not drawn),-2%,·,5,41,-2%,2%,5%,·,-6%
O=C(NNC(=S)NCc1ccccc1)c1ccccc1OC(F)F,-27%,-75%[inhibitor],-15,0,-17%,-2%,0%,0%,-1%
COc1ccc(CN2CCN(C(=O)c3cc(OC)c(OC)c(OC)c3)CC2)cc1OC,4%,-3%,-6,-7,3%,13%,-6%,9%,3%
CCO/N=C(\N)c1[nH]ncc1Br,26%,0%,2,-5,-1%,15%,2%,-4%,6%
Cc1ccc(C(C(=O)NC2CCCC2)N(CCCO)C(=O)Cn2nnc(-c3ccc(C)o3)n2)cc1 (stereo not drawn),-3%,22%,-14,-25,0%,0%,7%,5%,1%
C=COC(=O)c1sc2nc(C)cc(C)c2c1N,7%,-1%,10,1,15%,-12%,-10%,?,4%
CCCC(O)(c1ccc(Br)cc1)C(CN1CCOCC1)c1ccc(Cl)cc1 (stereo not drawn),?,?,-2,-84*,?,?,?,?,?
CNC[C@@H]1Oc2ccc(NS(=O)(=O)c3ccc(Cl)cc3)cc2C(=O)N([C@H](C)CO)C[C@@H]1C,0%,-2%,18,-16,-17%,13%,10%,-3%,18%
COc1ccc(NC(=O)CNS(=O)(=O)c2ccc(Cl)cc2)cc1OC,?,18µM*,1,25,5%,0%,-4%,-12%,2%
CN(C)c1ccc(C(=O)OCC(=O)Nc2ccc(S(N)(=O)=O)cc2)cc1,17%,-3%[9.22 µM],2,2,3%,-16%,-6%,-4%,10%
Cc1cc(C)c2[nH]c(=O)c(CN(CC3CCCO3)C(=S)Nc3ccccc3)cc2c1 (stereo not drawn),-22%,-2%,-1,16,7%[1.53 µM],3%,11%,5%,-8%
CC(=O)Nc1ccc(C23CC4CC(CC(C4)C2)C3)cc1,-15%,3%,-8,11,0%,-3%,4%,11%,-2%
O=C(COC(=O)c1ccccc1NC(=O)c1ccccc1)c1cccc([N+](=O)[O-])c1,24%,-5%,-1,0,-19%,9%,7%,-5%,-1%
CN(C)S(=O)(=O)c1ccc(S(=O)(=O)NCc2ccc3c(c2)OCO3)cc1,-21%,1%,-5,3,0%,-7%,-12%,1%,2%
CCCNC(=O)/C=C/c1ccc(S(=O)(=O)Nc2ccccc2OC)cc1,?,0%,0,5,-4%,-8%,-13%,10%,-1%
Cc1cccc(NC(=O)C2CCN(S(=O)(=O)c3cccs3)CC2)c1,?,-2%,2,4,-14%,-1%,0%,-15%,-4%
Cc1nn(-c2ccccc2)nc1C(=O)OCC(=O)N1CCCCC1C (stereo not drawn),23µM*,3%,6,12,3%,2%,12%,4%,-8%
O=C(CSc1nnc(SCc2ccccc2Cl)s1)N/N=C/c1c[nH]c2ccccc12,?,·,6,28,-4%,-24%,-28%,?,-20%
COc1ccc(Cl)cc1NC(=O)CSc1cccc[n+]1[O-],·,-12%,-14,-2,4%,-2%,-9%,-1%,·
O=C1N/C(=N\N=C\c2cccs2)SC1Cc1cccc(Cl)c1 (stereo not drawn),?,?,0,15,?,?,?,2.9µM*,?

# Screening data (PubChem)
